# Bioassay records deposited in PubChem BioAssay by National Center for Advancing Translational Sciences (NCATS).
# GAA glycogen mod – alters human alpha-glucosidase cleavage of glycogen; hit rate 0.38% among 300,000; AID 2100; Potency, µM (series often up to 76.4 µM), without a hit: at the highest dose activity change, negative = inhibition, usual class: inhibitors; P10253; recombinant GAA, glycogen substrate, Amplex Red glucose oxidase fluorescence;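 further: potency means the concentration at half of the fitted maximal effect; 0% = full enzyme reaction and -100% = no-enzyme basal signal; the screen sought inhibitors and activators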
#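 qHTS, 1536-well; enzyme 4 nM final; cpd up to 77 uM; substrate bovine liver glycogen 30 ug; 50 mM citrate/phosphate pH 5.0, 0.01% Tween-20; 37 C, 40 min; Amplex Red detection 45 min RT; Hill fit → AC50.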
# GAA spleen mod – lysosomal alpha-glucosidase (human) modulation; P10253; human spleen homogenate, 4-MU-alpha-glucoside fluorescence; Potency, µM (series often up to 79.9 µM), for the others: at the top dose activity change, negative = inhibition, hits mostly inhibitors; hit rate 0.006% among 240,000;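 further: potency means the concentration at half of the fitted maximal effect; 0% = enzyme with vehicle and -100% = no enzyme basal signal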
#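 Human spleen homogenate (1 ug) incubated with compounds and 1 mM 4-methylumbelliferyl-alpha-D-glucopyranoside in pH 5.0 citrate/phosphate buffer, 37 C, 40 min. Stopped at pH 10; 4-MU fluorescence (Ex 365/Em 440 nm); AC50 by Hill fit.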
# CBFb-RUNX1 inh – CBF-beta/RUNX1 interaction disruption; Q01196+Q13951; AlphaScreen CBFb-His/RUNX1-biotin binding, biochemical; Potency, µM (titrated, usually from 59.8 µM), inactives show at the highest dose activity, negative = inhibition, actives largely listed as inhibitors; 230,000 tested, under 10 active; further: % of control where 0% means no effect
# Target sequence (Q01196 whole entry, looked up): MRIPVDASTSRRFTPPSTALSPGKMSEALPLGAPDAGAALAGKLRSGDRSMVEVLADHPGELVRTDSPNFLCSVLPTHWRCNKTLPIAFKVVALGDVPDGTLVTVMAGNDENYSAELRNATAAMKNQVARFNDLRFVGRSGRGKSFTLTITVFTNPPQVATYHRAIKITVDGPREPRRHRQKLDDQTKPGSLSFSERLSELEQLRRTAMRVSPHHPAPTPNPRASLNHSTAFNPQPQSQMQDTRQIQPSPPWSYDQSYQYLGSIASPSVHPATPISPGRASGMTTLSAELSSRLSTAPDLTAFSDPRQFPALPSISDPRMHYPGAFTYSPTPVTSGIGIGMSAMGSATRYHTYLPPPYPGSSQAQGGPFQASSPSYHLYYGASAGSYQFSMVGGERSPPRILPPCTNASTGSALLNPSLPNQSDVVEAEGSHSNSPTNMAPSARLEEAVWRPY
# Target sequence (Q13951 whole entry, looked up): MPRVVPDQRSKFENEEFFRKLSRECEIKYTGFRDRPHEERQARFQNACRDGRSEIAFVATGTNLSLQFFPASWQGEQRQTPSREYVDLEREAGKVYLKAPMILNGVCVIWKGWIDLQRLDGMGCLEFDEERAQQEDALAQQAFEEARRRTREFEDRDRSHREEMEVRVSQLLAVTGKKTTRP
#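 Room-temperature protein-protein interaction test with 30 nM each of His-tagged CBF-beta and biotinylated RUNX1, 15 min with compound, then 90 min with nickel plus streptavidin beads. Signal read in AlphaScreen mode.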
# GAA inh – inhibitors of human lysosomal alpha-glucosidase; hit rate 0.005% among 200,000; P10253; purified human GAA, 4-MU-alpha-glucoside fluorescence; AID 1466; Potency, µM (series often up to 76.9 µM), for inactives: at the highest dose activity change, negative = inhibition, actives largely listed as inhibitors;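 further: potency means the concentration at half of the fitted maximal effect; plate controls were uninhibited enzyme wells for no effect and no-enzyme background for full effect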
#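 Activity normalized between no-enzyme (basal) and enzyme-only wells. Conditions: 4 nM human enzyme, 400 uM fluorogenic substrate, citrate/phosphate pH 5.0 with Tween-20, 20 min room temperature, compounds up to 77 uM.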
# Lamin A splicing – LMNA splicing modulation. HeLa LMNA splicing GFP/RFP minigene ratio, 48 h. Potency, µM (doses to about 46.1 µM), for the others: top-dose ratio change, negative = inhibition, hits mostly inhibitors. hit rate 0.01% among 200,000; active means well fitted inhibition curve with a large enough effect in the signal ratio, with a control signal flat, not every such curve was filed as active; inconclusive means small, poorly fitted or top-dose-only effect, or effect the other way, or a change in a side signal; the % refers to the signal ratio; further: potency means the concentration at half of the fitted maximal effect; on the % scale 0 is the no-effect control and ±100 the full control effect
#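 Read-out is the ratio of GFP to DsRed2 object intensity, acquired by 488 nm laser-scanning cytometry on HeLa lamin A-EGFP minigene reporter cells. Compound incubation 48 hrs at 37 °C in Opti-MEM with 2% FBS; DMSO 0.5% final.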
# HTT ATP protect – cytoprotection in Huntington HTT-Q103 PC12 cell model | PC12 HTT-Q103 induced, cytoprotection, ATP luminescence, 40 h | Potency, µM (series often up to 56.4 µM), for inactives: cytoprotection (ATP increase), actives largely listed as activators | hit rate 0.14% among 230,000 | AID 1471;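 further: potency means the concentration at half of the fitted maximal effect; % of control where 0% means no effect; nearly all actives have a fitted effect of over 45% in size; toxic huntingtin expression switched on by the ecdysone agonist tebufenozide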
#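 Readout: ATPlite luminescence (ATP level). Model: stable PC12, inducible Htt exon1 Q103-GFP. Inducer: tebufenozide, 100 nM final. Compounds: dose series. No G418 in medium.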
# HTT aggregate – mutant huntingtin aggregation inhibition; Potency, µM (highest dose often 46.1 µM), inactives show top-dose activity change, negative = inhibition, hits mostly inhibitors; PC12 HttQ103-GFP aggregates, Acumen cytometry, 40 h; AID 1688; hit rate 1.1% among 220,000; further: potency means the concentration at half of the fitted maximal effect; on the % scale 0 is the no-effect control and ±100 the full control effect; nearly all actives have a fitted effect of over 60% in size
#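 Multiplexed with ATP-based cell death, this channel scores GFP aggregates in PC12 cells expressing inducible HTTex1-Q103-GFP. Induction used 100 nM tebufenozide; compounds were tested in concentration series.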
# Numbers without * were called inactive; ? = inconclusive; . = no result given; [ ] = remark or other dose. Unless noted, the call rests on the fitted dose curve; in most records, active means well fitted curve in the direction sought with a large enough effect; inconclusive means small, poorly fitted or top-dose-only effect, or another doubt; inactive means no such curve, though single readings can be large; an effect the other way counts as inactive or inconclusive.
# Under each structure: GAA glycogen mod | GAA spleen mod | CBFb-RUNX1 inh | GAA inh | Lamin A splicing | HTT ATP protect | HTT aggregate
> Cc1c(C(=O)O)oc2c(F)cccc12
    -0.9% | -9.2% | -0.9% | ? | -0.1%[46 µM] | -26.2% | -3.5%
> O=C(Nc1cccc(F)c1)Nc1ccccn1
    -5.2% | -3.5% | -1.2% | -3.4% | ? | -9.1% | 2.3%
> O=C(O)CCSc1nc(C(F)(F)F)cc(=O)n1-c1ccccc1
    0.6% | -3.2% | 2.4% | -3.0% | -2.2% | -3.4%[10 µM] | -16.8%
> CCCC(C)NC(=O)c1nc(-c2ccccc2)n(-c2ccccc2)n1 (centres undefined)
    1.6% | -2.6% | 0.4% | -0.2% | 0.4% | 4.8% | 6.6%
> Cc1nc(-c2ccccc2)sc1C1(C)CC(c2cccc([N+](=O)[O-])c2)=NO1 (centres undefined)
    -4.3% | 1.6% | -11.7% | . | . | -7.3%[10 µM] | 21.6%[9.22 µM]
> O=C(Nc1ccc(N2CCOCC2)c(Cl)c1)c1ccc(F)cc1
    1.2% | 8.1% | 2.4% | -5.9% | -0.4% | 31.2%[10 µM] | -2.8%
> Cc1oc(C)c(C(=O)Nc2ccc(CC(=O)O)cc2)c1C(=O)Nc1ccc(CC(=O)O)cc1
    6.4% | 7.5% | 0.5% | -11.9% | 1.6% | ? | 5.1%
> COc1ccc(CN2C(=O)C3C4C=CC(C4)C3C2=O)cc1 (centres undefined)
    6.7% | 0.0% | 2.6% | 0.4% | 4.2% | -21.9% | 3.0%
> CCOC(=O)c1ccc(NC(=O)COc2ccccc2CNCCO)cc1
    -1.4% | 3.4% | 7.1% | -19.9% | . | -33.2%[inhibitor] | -6.9%
> Cc1cccc(Cc2cnc(NC(=O)CN3C(=O)/C(=C/c4ccccc4)SC3=S)s2)c1
    0.7% | -7.4% | -9.8% | -4.9% | 16.8% | 5.3%[10 µM] | 10.0%
> CCO[C@@H]1OC(C(=O)N2CCN(Cc3ccc4c(c3)OCO4)CC2)=C[C@H](C2CCCCC2)[C@H]1CCCO
    -9.8% | -2.4% | -10.4% | . | . | -17.3%[10 µM] | 11.0%[9.22 µM]
> CN=C1S/C(=C/c2cn(CC(=O)OC)c3ccccc23)C(=O)N1C
    -1.7% | 8.0% | -7.1% | . | . | -3.3%[10 µM] | 4.3%[9.22 µM]
> COc1ccccc1NC(=O)NCCN1CCN(C(=O)Nc2ccccc2OC)CC1
    4.3% | -15.0% | 1.6% | 1.0% | 12.0%[46 µM] | -6.7% | 7.8%
> COc1ccccc1OCC(=O)/C=C1/N(C)c2ccccc2C1(C)C
    2.5% | -1.5% | 15.3% | 4.8% | -7.6%[46 µM] | -158.4%[inhibitor] | ?
> COc1ccc(S(=O)(=O)NCc2ccccn2)cc1
    5.4% | -2.0% | 3.1% | 6.5% | 6.0% | 18.5% | 2.7%

# Part of the list above, as comma-separated lines:
smiles,GAA glycogen mod,GAA spleen mod,CBFb-RUNX1 inh,GAA inh,Lamin A splicing,HTT ATP protect,HTT aggregate
CCOC(=O)c1ccc(NC(=O)COc2ccccc2CNCCO)cc1,-1.4%,3.4%,7.1%,-19.9%,.,-33.2%[inhibitor],-6.9%
Cc1cccc(Cc2cnc(NC(=O)CN3C(=O)/C(=C/c4ccccc4)SC3=S)s2)c1,0.7%,-7.4%,-9.8%,-4.9%,16.8%,5.3%[10 µM],10.0%

# Structures above that have fluorine (4):
# Under each structure: GAA glycogen mod | GAA spleen mod | CBFb-RUNX1 inh | GAA inh | Lamin A splicing | HTT ATP protect | HTT aggregate
> Cc1c(C(=O)O)oc2c(F)cccc12
    -0.9% | -9.2% | -0.9% | ? | -0.1%[46 µM] | -26.2% | -3.5%
> O=C(Nc1cccc(F)c1)Nc1ccccn1
    -5.2% | -3.5% | -1.2% | -3.4% | ? | -9.1% | 2.3%
> O=C(O)CCSc1nc(C(F)(F)F)cc(=O)n1-c1ccccc1
    0.6% | -3.2% | 2.4% | -3.0% | -2.2% | -3.4%[10 µM] | -16.8%
> O=C(Nc1ccc(N2CCOCC2)c(Cl)c1)c1ccc(F)cc1
    1.2% | 8.1% | 2.4% | -5.9% | -0.4% | 31.2%[10 µM] | -2.8%

# (list continues)
# Under each structure: GAA glycogen mod | GAA spleen mod | CBFb-RUNX1 inh | GAA inh | Lamin A splicing | HTT ATP protect | HTT aggregate
> O=C(CSc1nnc(Cn2nnc3ccccc32)o1)N(Cc1ccc(Cl)cc1)c1ccccc1
    -6.1% | -2.7% | -3.6% | -7.1% | ? | -12.8% | 7.08µM*
> O=C(COc1cccc(NC(=O)c2ccco2)c1)c1ccc(F)cc1
    2.0% | -4.8% | 5.0% | -2.4% | 4.8% | -8.2%[0.074 µM] | 7.5%
> CC(=NCc1ccncc1)C1=C(O)c2ccccc2C1=O
    -2.3% | -16.8% | 3.6% | -1.3% | 0.5% | 4.6% | -13.4%
> COc1ccc(-c2csc(NC(=O)c3nc(-c4ccccc4)oc3C)n2)cc1
    4.7% | -7.1% | 2.4% | 2.7% | 3.7% | -28.0% | 34.9%
> CCCCc1c(O)nc(SCC(=O)Nc2ccc3c(c2)CCC3)[nH]c1=O
    -13.2% | -8.3% | 1.9% | -21.8% | 11.0% | 2.2% | 7.9%
> CN1CCN(C(=O)/C(=C\c2cccs2)NC(=O)c2ccco2)CC1
    -4.5% | 2.6% | 2.1% | -8.0% | 0.9% | 28.8%[0.074 µM] | 8.2%
> CCN1CCN(c2cc(C)c3cc(NC(=S)N4CCCC(C)C4)ccc3n2)CC1 (centres undefined)
    ? | -0.6% | -22.1% | 1.1% | . | 5.2% | 0.5%
> O=c1c2c(nc3c(-c4ccc(Cl)cc4)c[nH]n13)CCC2
    -7.8% | -0.6% | ? | -13.8% | ? | -160.0%[inhibitor] | ?
> COc1ccc(CN2C(=O)c3ccccc3C(/C=N\OCc3ccc(C)cc3)C2=O)cc1 (centres undefined)
    -6.3% | -5.1% | 4.5% | 3.8% | 13.0% | 18.8% | -23.1%
> CCCN(CCC)c1nc(NC2CCN(C(=O)OCC)CC2)nc(OC)n1
    3.9% | 0.5% | -3.5% | -11.0% | ? | -47.0%[inhibitor] | ?
> CN(C)c1ccc(-c2nnn(Cc3ccccc3Br)n2)cc1
    -9.3% | 0.7% | -23.1% | -5.1% | ? | -21.2% | -14.0%
> C=CCc1cccc2cc(C(=O)Nc3ccccc3C(=O)O)c(=O)oc12
    -6.6% | 1.1% | -7.9% | -7.4% | . | -16.4% | 14.8%
> Cc1ccc(C(=O)N2CCCC(C(=O)c3cc(F)ccc3F)C2)s1 (centres undefined)
    7.3% | -0.3% | 4.6% | ? | ? | 11.3%[10 µM] | 3.9%[9.22 µM]
> CCCS(=O)(=O)Nc1c(C(=O)O)[nH]c2ccccc12
    3.55µM* | 5.6% | 6.9% | 2.7% | -1.9% | -5.1%[10 µM] | 11.5%
> Cc1ccc(N2C(=O)[C@@H]3C(C(=O)CCN4C(=O)c5ccccc5C4=O)=NN[C@@H]3C2=O)cc1
    2.1% | -2.1% | -0.7% | 2.9% | -13.1% | 32.0%[10 µM] | 2.5%

# The list goes on.
# Under each structure: GAA glycogen mod | GAA spleen mod | CBFb-RUNX1 inh | GAA inh | Lamin A splicing | HTT ATP protect | HTT aggregate
> CCSc1nnc(-c2ccc(Cl)cc2)c2ccccc12
    20.6% | -2.8% | 2.9% | -0.9% | 0.8% | -28.5% | -17.6%
> COc1cc(NC(=O)SC2=NCCS2)cc(OC)c1
    1.8% | 1.5% | ? | ? | . | -5.7%[10 µM] | 12.5%[9.22 µM]
> CCN(CC)S(=O)(=O)c1cc(NC(=O)COC(=O)CCC(=O)c2cccs2)ccc1C
    -3.1% | 6.2% | 0.3% | -0.2% | 4.8%[46 µM] | -45.7%[inhibitor] | 6.8%
> CCOC(=O)c1csc(NC(=O)c2ccc(OC)c(OC)c2)n1
    -7.1% | 5.2% | 2.7% | -4.3% | ? | -7.2% | -5.3%
> CCOC(=O)c1nc2nc(C)cc(=O)n2[nH]1
    6.4% | 3.5% | -2.5% | -1.1% | 6.5% | -5.0%[10 µM] | -12.2%
> Cc1cc(C(C)c2ccccc2)c(O)c(CN2CCOCC2)c1C (centres undefined)
    . | 1.8% | 15.8% | ? | -2.9% | -13.5%[0.074 µM] | ?
> CCCNC(=O)CCCCn1c(=S)[nH]c2c([nH]c3ccc(OC)cc32)c1=O
    4.4% | 1.0% | 0.5% | 0.4% | 24.9%[46 µM] | -4.4%[10 µM] | 6.3%
> COc1cccc(CNc2ccc(Br)cn2)c1O
    ? | -3.3% | 3.5% | -13.2% | -1.9% | -48.5%[inhibitor] | -3.0%
> c1ccc(SCc2cn3cccnc3n2)nc1
    4.6% | 1.7% | 3.6% | ? | 7.4%[46 µM] | -19.4% | 15.7%
> O=C(CSc1ccc2ccccc2c1)Nn1cnnc1
    10.9% | 0.1% | 0.2% | -27.6% | 5.3% | -3.9% | -9.7%
> Cc1ccc(S(=O)(=O)N(CC(=O)O)Cc2ccccc2F)cc1
    -18.6% | -18.1% | 9.6% | -0.1% | 5.4% | 4.9% | -21.9%
> CC(=O)c1ccc(NC(=O)CN2CCN(c3ncccn3)CC2)cc1
    4.6% | -3.6% | 0.2% | 0.1% | 8.9% | 1.7% | 5.7%
> c1cnc(NC2C3CC4CC(C3)CC2C4)nc1 (centres undefined)
    14.4% | 6.9% | -2.2% | 3.8% | -1.4% | -9.8%[10 µM] | ?
> CC(C)CCSc1nnc(Cn2c(=O)sc3ccccc32)n1C
    0.0% | -6.8% | 1.8% | -2.6% | 4.2% | -11.9% | -1.4%
> COCCCNC(=O)C1CCC(CNS(=O)(=O)c2ccc(OC)cc2)CC1 (centres undefined)
    2.4% | -3.0% | 0.9% | 2.1% | ? | -7.6% | 12.6%
> COC(=O)C1=C(C)NC(C)=C(C(=O)OC)C1c1cn(-c2ccccc2)nc1-c1ccco1
    -3.0% | -5.2% | -4.3% | -3.0% | 26.8% | 5.0% | 16.4%
> Cc1ccc(C(=O)Nc2ccc(SC(F)F)cc2)s1
    1.9% | -1.7% | ? | -2.2% | . | -127.5%[inhibitor] | -24.7%
> O=C1c2ccccc2C(Nc2ccccc2)N1c1ccc(Cl)cn1 (centres undefined)
    6.6% | 2.1% | 5.3% | -3.8% | -8.0% | -3.9% | -11.9%
